# D2 potentiator: positively modulates the human D2 dopamine receptor allosterically. AID 485347. HEK293 T-REx D2, calcium flux, EC20 dopamine potentiation. potentiation, % at 10 µM. P14416. 340,000 tested, 0.34% active;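 active means potentiation over 3 SD above the plate norm, cut at about 30% in these data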; further: 0% is about no effect
#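 Tetracycline-induced HEK293 T-REx cells force-coupled to calcium signalling expressed D2; compounds were pin-added after a 10 s baseline, read kinetically 180 s, then an EC20 dopamine challenge followed with a further 180 s calcium read.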
# TRHR enhancer: allosteric enhancers of human TRH receptor; P34981; TRHR cells, fluo-8 calcium fluorescence, EC20 TRH enhancement; enhancement, % at 2 µM; 360,000 tested, 0.66% active; AID 493056; in the data active means enhancement above about 30%; further: 0% is about no effect
#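 Enhancer read-out: after compound pinning and an initial kinetic agonist-mode read, an EC20 of TRH (10 nM final) was injected and fluo-8 calcium signal (Ex 480/Em 530) followed at 1 s/cycle for 100 cycles in TRHR-expressing cells.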
# D1 antag: blocks dopamine activation of the human D1 receptor; activity change, negative = inhibition, % at 10 µM; AID 504652; 360,000 tested, 3.2% active; P21728; HEK293 TREx D1 cells, calcium flux, dopamine EC80; stronger effect = lower value; in the data active means activity change below about -30%; further: on the % scale 0 is the no-effect control and ±100 the full control effect
#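 Calcium flux readout: force-coupled, inducible Hek293 Trex D1 line, cells induced overnight at 30 C with tetracycline, dye-loaded 30–90 min at RT. Antagonism scored against EC80 dopamine challenge given 180 s after compound.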
# D1 agonist: human D1 receptor agonism. activation, % at 2 µM. HEK293 T-REx D1 cells, calcium flux, agonist mode. 360,000 tested, 1% active. P21728; further: 0% is about no effect
#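 Tetracycline-induced HEK293 TREx D1 cells, force-coupled to calcium signalling, were dye-loaded with a no-wash calcium kit. Compound was pin-added after a 10 s baseline. Fluorescence was read kinetically at 1 cycle/s for 180 s, with calcium rises flagged as agonism.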
# D2 antagonist: antagonists of human D2 dopamine receptor; P14416; AID 485344; 340,000 tested, 2% active; inhibition, % at 10 µM; HEK293 TREx D2 cells, calcium flux, dopamine EC80; in the data active means inhibition above about 30%; further: 0% is about no effect
#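 Tetracycline-induced HEK293 TREx cells expressing D2 receptor forced-coupled to calcium signalling, loaded with no-wash calcium dye. Compounds added and calcium flux read 180 s, then dopamine added at EC80 and read a further 180 s.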
# D1 PAM: enhances dopamine response at the human D1 receptor; P21728; HEK293 TREx D1 cells, calcium flux, dopamine EC20 potentiation; potentiation, % at 10 µM; 360,000 tested, 0.036% active; AID 504651; in the data active means potentiation above about 30%; further: 0% is about no effect
# RXFP1 antagonist: antagonists of human relaxin receptor RXFP1; AID 1259400; 350,000 tested, 0.59% active; activity change, negative = inhibition, % at 57.5 µM; Q9HBX9; HEK293-RXFP1, relaxin-stimulated cAMP HTRF, 30 min; stronger effect = lower value;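 active means activity change of -60% or lower, but not beyond a set lower limit; inconclusive means change between -60% and -40%, or beyond the set limit; inactive means change above -40%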; further: on the % scale 0 is the no-effect control and ±100 the full control effect
# Target sequence (Q9HBX9 whole entry, looked up): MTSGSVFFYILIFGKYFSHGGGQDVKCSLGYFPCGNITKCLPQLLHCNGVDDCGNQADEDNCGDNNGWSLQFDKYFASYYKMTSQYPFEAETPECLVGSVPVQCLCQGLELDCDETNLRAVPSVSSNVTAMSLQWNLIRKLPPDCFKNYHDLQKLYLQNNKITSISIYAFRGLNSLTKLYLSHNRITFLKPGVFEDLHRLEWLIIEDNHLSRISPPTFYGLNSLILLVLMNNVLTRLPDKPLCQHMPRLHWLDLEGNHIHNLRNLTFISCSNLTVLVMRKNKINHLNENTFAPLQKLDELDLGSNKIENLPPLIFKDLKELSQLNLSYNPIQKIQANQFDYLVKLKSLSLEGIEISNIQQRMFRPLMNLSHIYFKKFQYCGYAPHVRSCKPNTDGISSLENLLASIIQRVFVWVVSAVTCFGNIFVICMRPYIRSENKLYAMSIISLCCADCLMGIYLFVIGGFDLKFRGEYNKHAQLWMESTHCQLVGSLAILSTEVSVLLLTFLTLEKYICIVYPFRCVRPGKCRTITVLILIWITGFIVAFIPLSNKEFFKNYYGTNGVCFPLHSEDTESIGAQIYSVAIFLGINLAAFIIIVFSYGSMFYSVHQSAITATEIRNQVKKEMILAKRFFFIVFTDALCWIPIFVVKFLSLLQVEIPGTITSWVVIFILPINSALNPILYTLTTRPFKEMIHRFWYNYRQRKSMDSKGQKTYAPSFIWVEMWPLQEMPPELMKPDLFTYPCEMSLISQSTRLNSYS
# D2 ag: activates the human D2 dopamine receptor | P14416 | HEK293 T-REx D2 cells, calcium flux agonist mode | activation, % at 2 µM | 340,000 tested, 0.53% active | AID 485358;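 active means activation over 3 SD above normal in the single-dose calcium agonist read, cut at about 30% in these data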; further: 0% is about no effect
#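 Tetracycline-induced HEK293 Trex cells with D2 receptor force-coupled to calcium signaling, plated overnight at 30 C and loaded with no-wash calcium dye. Calcium flux read kinetically for 180 s after compound addition; responses flag agonists.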
# TRHR ag: activates the human TRH receptor; P34981; TRHR cells, calcium flux fluo-8, FDSS agonist mode; activation, % at 2 µM; 360,000 tested, 0.18% active; AID 493084; further: 0% is about no effect
#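 Agonist-mode FDSS calcium read (Ex 480/Em 530, 1 s cycles) in 1536-well TRHR cells with fluo-8 dye, after 10-cycle baseline and 23 nL compound addition; TRH at EC20 (10 nM final) added afterwards for the enhancer phase.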
# * hit, by the source's call; u = inconclusive; x = not tested or not shown. Unless noted, no stated cut-off is given here; in the data, active means activation above about 30%; inactive means the rest.
SMILES,D2 potentiator,TRHR enhancer,D1 antag,D1 agonist,D2 antagonist,D1 PAM,RXFP1 antagonist,D2 ag,TRHR ag
COc1ccc(C2c3c(ncn(CCN4CCOCC4)c3=N)Oc3ccc4ccccc4c32)cc1OC (configuration not stated),6.7,-0.5,-4.0,1.8,-13.8,5.9,-1.1,-0.3,-0.1
CCCn1c(N)[n+](CC(=O)c2ccco2)c2ccccc21,-0.8,-5.4,30.9,0.4,-9.4,3.9,-8.1,-0.3,0.3
O=C1C=CC(=O)N1c1ccc(N2CCCCC2)cc1,-0.2,1.6,-11.2,2.9,-9.7,-5.2,u,0.7,1.0
CCOc1ccc(NC(=O)c2cccnc2SC)cc1,3.7,2.0,4.3,1.3,-0.8,-2.5,-4.1,1.8,-0.6
O=C(Nc1ccccc1)c1ccc(Cn2cc(C(F)(F)F)ccc2=O)cc1,-1.8,1.6,14.1,0.5,-8.1,-6.0,26.1,0.4,-0.3
O=C(O)c1ccc(Cl)c(S(=O)(=O)Nc2ccc3cn[nH]c3c2)c1,1.5,1.2,-29.3,1.5,0.4,-9.2,5.2,-0.4,-0.5
CCCN(CC(=O)Nc1ccc(F)c(F)c1F)CC(=O)Nc1c(C)n(C)n(-c2ccccc2)c1=O,-5.6,-7.7,-8.9,-0.2,-20.4,-7.1,-1.6,-0.1,-0.5
Cc1cc(C)cc(N(C(=O)c2csnn2)C(C(=O)NC2CCCC2)c2cccnc2)c1 (configuration not stated),11.8,-1.9,-3.9,1.2,-10.4,2.5,-0.3,0.8,0.4
COc1cccc(NC(=O)c2ncn[nH]2)c1,x,0.2,13.1,3.4,x,-7.8,4.7,x,0.4
Cc1cccc(/C=N/n2c(C)cc(C)c(C#N)c2=O)c1,-0.7,-9.4,10.4,-0.2,1.8,-1.0,-1.4,0.5,-0.2
CCOCC(=O)Nc1c(C(=O)Nc2ccc(OC)cc2OC)oc2ccccc12,-3.1,-7.9,23.1,-3.5,-5.9,12.4,8.4,-0.2,-0.1
C/C(=N\NC(=O)c1c(Cl)cnn1C)c1cccc(NC(=O)c2ccc(C)cc2)c1,7.4,1.5,-10.8,0.4,7.2,-5.0,-4.9,0.5,-0.9
CC(C)NC(=O)N1CCC(N2CCN(Cc3ccc(F)cc3)C(=O)C2=O)CC1,6.6,1.5,-4.8,-1.9,x,0.2,-3.0,-0.2,0.5
O=C(CSc1nc2ccccc2c(=O)[nH]1)NCc1ccc(Cl)cc1,-9.1,18.9,-11.0,2.2,-1.0,-7.5,15.6,0.1,0.1
CCN(CC)S(=O)(=O)c1ccc2c(c1)N(CC(=O)NCCc1ccccc1)C(=O)CO2,-5.5,-3.7,0.9,1.9,x,-0.5,0.2,0.6,0.2
CN(C)CCN(CC1CCCN(Cc2ccccc2F)C1)C(=O)c1ccc(Cl)cc1 (configuration not stated),12.3,1.5,32.8,3.3,25.6,-6.0,-6.2,2.5,1.0
CCOC(=O)C1CCN(C(=O)c2c(C)oc3c2C(=O)c2ccccc2C3=O)CC1,5.7,-2.4,11.5,-3.3,-12.6,-2.4,x,0.4,-0.5
O=C1Cc2cc(S(=O)(=O)Nc3ccc(OC(F)(F)F)cc3)cc3c2N1CCC3,-1.7,1.2,x,13.1,x,1.6,-19.8,4.3,0.8
COc1cc(Cl)c(C)cc1NC(=O)CCn1cnc2onc(-c3ccc(F)cc3)c2c1=O,2.0,-22.5,0.2,2.0,x,5.3,4.2,-0.1,-1.2
CC1(C)CC(=O)C(C#N)=C(NCCCO)C1,16.6,22.7,-1.5,-1.2,0.4,4.5,5.1,-0.6,-1.8

# Taken from above:
# `O=C(CSc1nc2ccccc2c(=O)[nH]1)NCc1ccc(Cl)cc1` | D1 antag: -11.0
# `CCOC(=O)C1CCN(C(=O)c2c(C)oc3c2C(=O)c2ccccc2C3=O)CC1` | D1 agonist: -3.3
# `CCCn1c(N)[n+](CC(=O)c2ccco2)c2ccccc21` | TRHR ag: 0.3

# The listing continues:
SMILES,D2 potentiator,TRHR enhancer,D1 antag,D1 agonist,D2 antagonist,D1 PAM,RXFP1 antagonist,D2 ag,TRHR ag
O=C(Nc1ccc(OCc2cc(=O)n3c4c(sc3n2)CCCC4)cc1)c1cccc(F)c1,-20.7,7.3,-24.8,0.5,x,-1.8,x,x,1.0
COCCNS(=O)(=O)c1ccc(-c2ccc(Cl)cc2)cc1,0.8,15.1,-23.2,16.4,-15.1,-1.1,-3.4,-0.5,-0.1
O=S(=O)(NC(=S)NC1CCCCC1)c1ccc(Cl)cc1,1.1,11.0,0.4,1.3,-41.5,-1.3,13.2,-1.1,0.6
O=C(CN1CCCC1)NCC12CC3CC(CC(C3)C1)C2,11.7,13.6,-0.9,8.4,2.5,-1.4,-24.7,-0.1,-0.2
COc1cccc(C(=O)N2CCN(C(=O)c3cccs3)CC2)c1OC,8.2,0.8,12.2,3.1,-21.4,-1.6,5.2,-0.8,-0.8
O=C(NCc1ccc2c(c1)OCO2)C1CC(=O)N(CCc2ccccc2)C1 (configuration not stated),-5.4,-3.3,-4.1,3.5,14.8,-2.2,x,3.8,-0.1
CC(=O)c1cccc(NC(=O)/C(=C\c2cccnc2)NC(=O)c2ccco2)c1,-4.6,-1.9,-6.3,1.1,12.5,6.7,3.6,0.3,0.0
COc1ccccc1CNC(=O)CSc1ccc(-c2cccc([N+](=O)[O-])c2)nn1,-2.5,1.8,-0.4,6.0,-5.8,-0.7,-16.8,-0.7,-1.3
S=c1[nH]nc(C2CCCCC2)n1/N=C/c1ccco1,13.3,1.1,8.5,2.4,11.4,-2.0,x,-0.1,-0.1
Cc1ccc(NC(=O)Cc2nnc(SCC(=O)Nc3ccccc3)n2C)cc1,-0.4,0.1,27.2,0.1,-11.0,0.4,11.7,-0.6,0.1
Cc1c(O)ccc2c(CC(=O)N[C@@H](Cc3ccc(O)cc3)C(=O)O)cc(=O)oc12,x,-7.0,13.3,3.3,x,-4.7,6.8,x,1.3
CCCCOc1ccc(/C=C/C(=O)OCC(=O)NC(=O)NCC(C)C)cc1OCC,0.6,-0.9,14.4,3.9,-1.2,-1.1,-1.2,0.5,0.3
COc1ccc(C2CC(c3ccccc3)=NN2C(=O)c2cccs2)cc1 (configuration not stated),12.8,3.6,0.3,18.7,3.3,-1.6,-29.4,-0.5,-0.4
Cc1ccc(-n2c(SCC(=O)N3c4ccccc4Sc4ccccc43)nnc2-c2ccncc2)cc1,-1.8,-0.2,6.9,1.6,-4.2,-9.3,-6.4,-0.6,0.0
COC(=O)c1ccc(COC(=O)c2cc3ccccc3oc2=O)cc1,-2.1,-4.4,-17.0,4.0,8.7,-9.8,-0.1,0.1,-1.0
OCCCCC#Cc1c(-c2ccsc2)sc2ccccc12,x,-0.2,-15.2,1.0,x,-1.4,x,x,0.4
CCC1=NN(C(=O)COc2ccccc2C)C(O)(c2ccncc2)C1 (configuration not stated),-2.5,-2.6,-0.9,0.8,1.9,-2.8,-2.7,-0.6,-2.0
CCN(CC(=O)NCc1cccs1)C(=O)c1cccc(S(=O)(=O)Nc2ccc(C)cc2)c1,9.1,-21.3,2.1,3.0,2.8,-1.1,-2.6,1.1,0.1
OC(CNCC#Cc1ccccc1)c1ccccc1 (configuration not stated),-4.6,1.9,x,1.5,39.1*,-5.6,-2.5,20.4,0.1
Cc1c(F)cccc1NC(=O)CCC(=O)O,-6.4,-2.2,0.7,4.6,-6.8,2.7,3.6,1.3,-0.4

# Pulled one by one from the list above:
SMILES,D2 potentiator,TRHR enhancer,D1 antag,D1 agonist,D2 antagonist,D1 PAM,RXFP1 antagonist,D2 ag,TRHR ag
CCCn1c(N)[n+](CC(=O)c2ccco2)c2ccccc21,-0.8,-5.4,30.9,0.4,-9.4,3.9,-8.1,-0.3,0.3
CCCN(CC(=O)Nc1ccc(F)c(F)c1F)CC(=O)Nc1c(C)n(C)n(-c2ccccc2)c1=O,-5.6,-7.7,-8.9,-0.2,-20.4,-7.1,-1.6,-0.1,-0.5

# Other results.
SMILES,D2 potentiator,TRHR enhancer,D1 antag,D1 agonist,D2 antagonist,D1 PAM,RXFP1 antagonist,D2 ag,TRHR ag
Cn1cnnc1SCc1ccc(C(=O)N/N=C(\CCC(=O)O)c2ccc(C(C)(C)C)cc2)cc1,x,3.6,-8.3,-1.7,x,-6.5,x,x,-0.3
O=S(=O)(c1ccsc1)N1CC=C(c2ccccc2)CC1,-11.6,1.3,-4.7,6.0,34.7*,6.5,-0.6,36.4*,0.1
COc1ccc(NS(=O)(=O)c2cccc(C(=O)N(C)CC(=O)Nc3ccc(C)cc3)c2)cc1,-15.7,-0.5,-0.4,0.2,11.2,-3.6,-11.5,0.1,-0.4
Cc1cc(NC(=O)CSc2nncc(=O)n2N)no1,4.5,-4.3,-1.0,1.4,8.1,-2.3,5.6,0.6,0.2
CCCC(C)c1nnc(NC(=O)CS(=O)(=O)Cc2ccccc2)s1 (configuration not stated),30.2*,-2.6,3.5,1.3,-2.2,-4.5,5.0,-0.5,-0.3
COn1c(SCc2cccnc2)nc2ccccc2c1=O,1.7,17.5,1.2,2.3,-7.9,2.0,0.9,0.3,0.0
COc1ccc(-c2cc(=O)oc3cc(OCC(=O)Nc4ccc(CCO)cc4)ccc23)cc1,-3.5,-4.8,-21.9,7.3,7.8,-5.3,-1.5,0.5,0.1
CCSC1=NN2CCS(=O)(=O)N=C2S1,2.8,13.7,10.2,12.6,-0.9,7.0,3.5,-0.5,-0.9
COC(=O)COc1cccc(NS(=O)(=O)c2ccc(NC(C)=O)cc2)c1,1.6,1.5,3.4,1.6,-2.5,-3.3,13.9,0.4,-0.1
COc1ccc(C)cc1NC(=O)C(CCSC)NS(=O)(=O)c1ccc2c(c1)oc(=O)n2C (configuration not stated),14.0,-7.0,-5.2,-1.4,x,-2.0,-2.3,x,-0.1
NC(=O)C1CCN(C2=C(NS(=O)(=O)c3ccc(Cl)cc3)C(=O)c3ccccc3C2=O)CC1,-6.3,-5.6,-5.6,3.6,0.4,-7.2,0.9,-0.4,-0.2
COc1ccc(CNC(=O)c2cc(S(=O)(=O)N3CCCC3)cn2C)cc1,-14.5,6.2,0.3,3.6,7.4,-10.1,-5.7,0.6,-0.3
COc1cc(CCN2C(=O)c3cccc4cccc(c34)C2=O)c(S(=O)(=O)N2CCCCCC2)cc1OC,16.8,17.0,-2.1,4.1,-13.2,-7.4,4.0,-0.7,-0.7
O=C(O)CNS(=O)(=O)c1cc(Cl)c(Cl)cc1Cl,4.5,7.0,8.9,2.8,-18.2,-10.3,2.7,-0.2,1.1
CCCc1cc(=O)[nH]c(SCc2cc(C(=O)OC)c(C)o2)n1,3.5,5.3,-7.6,2.7,-4.0,-1.6,-3.7,-0.4,0.0
CCCNS(=O)(=O)c1ccc(OCC(=O)N2CCC(C(=O)OCC)CC2)cc1,-2.7,3.0,-20.8,1.0,3.8,-0.1,-0.4,0.3,-0.1
CC(C)Sc1nc2c(c(=O)[nH]c(=O)n2C)n1CC(O)COc1ccccc1 (configuration not stated),10.4,9.5,28.7,1.7,-13.5,-2.9,-19.9,-0.8,0.1
Cc1ccc(-n2nc(CO)c(C(=O)NC(C)CCCc3ccccc3)n2)cc1C (configuration not stated),-17.8,-2.6,6.1,24.2,x,-0.8,u,21.7,3.5

# Source: PubChem BioAssay
